POLH inh: blocks human DNA polymerase eta activity | Q9Y253 | recombinant Pol eta, fluorescent DNA replication assay | Potency, µM (doses to about 114 µM), without a hit: at the highest dose activity change, negative = inhibition, most hits filed as inhibitors | 1.2% of 390,000 active | AID 588591; further: potency means the concentration at half of the fitted maximal effect; on the % scale 0 is the no-effect control and ±100 the full control effect
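Fluorescent replication assay: 50 nM final substrate added after a 15 min room-temperature compound preincubation with 10 nM enzyme. Signal taken at 0 min and again at 10 min.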
BLM inh: Bloom syndrome helicase (human) inhibition. P54132. recombinant BLM DNA unwinding, fluorescence dequenching. Potency, µM (titrated, usually from 56.1 µM), for inactives: top-dose activity change, negative = inhibition, actives largely listed as inhibitors. 0.2% of 350,000 active. AID 2528;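 further: potency means the concentration at half of the fitted maximal effect; plate controls were vehicle for no effect and no enzyme for full effect; nearly all actives have a fitted effect of over 35% in size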
POLI inh: inhibitors of human DNA polymerase iota; Potency, µM (series often up to 115 µM), inactives show at the top dose activity, negative = inhibition, most hits filed as inhibitors; Pol iota fluorescent replication assay, 10 min; 1% of 390,000 active; Q9UNA4; further: potency means the concentration at half of the fitted maximal effect
Target sequence (Q9UNA4 whole entry, looked up): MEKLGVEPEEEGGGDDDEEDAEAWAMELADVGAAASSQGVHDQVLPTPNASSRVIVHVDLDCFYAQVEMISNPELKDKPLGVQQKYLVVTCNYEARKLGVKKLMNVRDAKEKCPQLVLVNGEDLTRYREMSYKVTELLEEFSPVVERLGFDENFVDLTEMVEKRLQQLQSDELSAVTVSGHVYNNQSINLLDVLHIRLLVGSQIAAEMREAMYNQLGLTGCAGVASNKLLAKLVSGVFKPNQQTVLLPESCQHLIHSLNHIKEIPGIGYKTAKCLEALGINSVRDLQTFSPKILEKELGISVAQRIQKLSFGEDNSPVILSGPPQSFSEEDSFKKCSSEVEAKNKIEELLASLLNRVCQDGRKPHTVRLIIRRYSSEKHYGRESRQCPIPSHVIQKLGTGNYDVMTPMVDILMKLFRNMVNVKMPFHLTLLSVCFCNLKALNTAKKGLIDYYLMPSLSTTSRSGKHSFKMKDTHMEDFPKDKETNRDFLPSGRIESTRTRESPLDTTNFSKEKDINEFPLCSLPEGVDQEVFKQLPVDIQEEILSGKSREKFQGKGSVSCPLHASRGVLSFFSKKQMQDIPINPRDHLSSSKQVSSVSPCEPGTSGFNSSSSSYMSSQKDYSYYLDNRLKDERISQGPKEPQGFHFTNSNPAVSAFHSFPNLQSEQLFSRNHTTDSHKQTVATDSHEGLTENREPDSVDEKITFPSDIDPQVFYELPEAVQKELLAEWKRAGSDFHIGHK
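Pol iota at 10 nM preincubated 15 min with compounds at room temperature; reaction started with fluorescent substrate, 50 nM final. Fluorescence read kinetically at 0 and 10 min; buffer-only wells as negative control.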
PGK inhibitor: T. brucei PGK inhibition; P07378; PGK/GAPDH coupled, Kinase-Glo luminescence, 60 min; Potency, µM (highest dose often 57.5 µM), inactives show at the top dose activity change, negative = inhibition, usual class: inhibitors; 0.043% of 380,000 active; AID 602233; further: potency means the concentration at half of the fitted maximal effect; on the % scale 0 is the no-effect control and ±100 the full control effect; nearly all actives have a fitted effect of over 60% in size
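Recombinant glycosomal PGK reaction used 1,3-bisphosphoglycerate generated in-well by GAPDH (100nM final) in 100mM TEA pH 7.6, 5mM MgCl2, 0.01% Tween-20. After 60 minutes at room temperature, ATP was read by Kinase-Glo Plus luminescence end-point.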
Anesthetic bind: candidate novel general anesthetic via apoferritin binding. apoferritin/1-aminoanthracene competitive binding, fluorescence. AID 485281. P02791. Potency, µM (top dose mostly 77.5 µM), without a hit: at the top dose activity change, negative = displacement, usual class: inhibitors. 0.074% of 350,000 active; further: potency means the concentration at half of the fitted maximal effect; on the % scale 0 is the no-effect control and ±100 the full control effect; nearly all actives have a fitted effect of over 20% in size
Target sequence (P02791 2-175 limits assumed): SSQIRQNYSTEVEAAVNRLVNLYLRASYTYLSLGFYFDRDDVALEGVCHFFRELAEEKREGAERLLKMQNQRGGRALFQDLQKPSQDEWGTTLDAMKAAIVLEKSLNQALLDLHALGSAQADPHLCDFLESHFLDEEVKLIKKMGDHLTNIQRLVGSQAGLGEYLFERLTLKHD
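Probe: 1-aminoanthracene (50% saturated, PBS). Protein: horse-spleen apoferritin, 10 uM. Incubation: 10 min, room temperature. Detection: 380 nm excitation, 535 nm emission. Analysis: normalized response, four-parameter Hill.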
APE1 inh: inhibitors of human APE1 endonuclease; P27695; recombinant APE1, TAMRA/BHQ-2 abasic DNA cleavage fluorescence; Potency, µM (highest dose often 65.8 µM), for the others: at the highest dose activity change, negative = inhibition, usual class: inhibitors; 0.35% of 350,000 active;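 further: potency means the concentration at half of the fitted maximal effect; plate controls were vehicle for no effect and reference inhibitor for full effect; nearly all actives have a fitted effect of over 55% in size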
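Compound pre-exposure to 0.75 nM APE1, 15 min at ambient temperature. Reaction initiated with 50 nM TAMRA/BHQ-2 THF substrate, read immediately in kinetic mode, 525 nm excitation, 598 nm emission.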
RXFP1 antag: blocks the human relaxin receptor RXFP1 | Q9HBX9 | HEK293-RXFP1, relaxin-stimulated cAMP HTRF, 30 min; stronger effect = lower value | activity change, negative = inhibition, % at 57.5 µM | 0.59% of 350,000 active;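 active means activity change of -60% or lower, but not beyond a set lower limit; inconclusive means change between -60% and -40%, or beyond the set limit; inactive means change above -40%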; further: on the % scale 0 is the no-effect control and ±100 the full control effect
Pol kappa inh: blocks human DNA polymerase kappa activity | Q9UBT6 | purified Pol kappa, fluorescent DNA synthesis assay, 10 min | Potency, µM (highest dose often 107 µM), inactives show top-dose activity, negative = inhibition, hits mostly inhibitors | 0.53% of 400,000 active; further: potency means the concentration at half of the fitted maximal effect; on the % scale 0 is the no-effect control and ±100 the full control effect
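First, compounds were pin-transferred onto 10 nM Pol kappa. After 15 min at room temperature, substrate was added to 50 nM final. Fluorescence was then measured kinetically at 0 and 10 min.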
POLB inh: DNA polymerase beta (human) inhibition | Pol beta primer extension/strand displacement, fluorescence kinetic | Potency, µM (titrated, usually from 114 µM), without a hit: at the highest dose activity change, negative = inhibition, actives largely listed as inhibitors | 1.3% of 340,000 active | P06746; further: potency means the concentration at half of the fitted maximal effect; on the % scale 0 is the no-effect control and ±100 the full control effect
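Values derive from four-parameter Hill fits of normalized kinetic data: reads at 0 and 10 min following addition of 50 nM substrate to 10 nM Pol beta preincubated 15 min with compound.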
* hit, by the source's call; & = joins results of further samples; [ ] = remark or other dose. Unless noted, the call rests on the fitted dose curve; in most records, active means well fitted curve in the direction sought with a large enough effect; inconclusive means small, poorly fitted or top-dose-only effect, or another doubt; inactive means no such curve, though single readings can be large; an effect the other way counts as inactive or inconclusive.

Screening COc1cccc(OCCCn2ccnc2)c1 returned POLH inh -18%, BLM inh 0%, POLI inh 8%, PGK inhibitor -3%, Anesthetic bind inconclusive, APE1 inh 3%, RXFP1 antag 3, Pol kappa inh -14% and POLB inh 64%.
COc1ccc(N(CC(=O)NCc2ccccc2Cl)S(=O)(=O)c2c(C)noc2C)cc1 was read as POLH inh -21%, BLM inh -5%, POLI inh 24%, PGK inhibitor -7%, Anesthetic bind 1%, APE1 inh 6%, RXFP1 antag 6, Pol kappa inh -7% and POLB inh 22%.
COc1ccc(OC)c(S(=O)(=O)Nc2cc3c(cc2C)n(C)c(=O)c(=O)n3C)c1 was read as POLH inh -2%, BLM inh 4%, POLI inh 2%, PGK inhibitor inactive, Anesthetic bind -3%, RXFP1 antag -9, Pol kappa inh -23% and POLB inh 0%.
Screening N=c1ccn(Cc2ccccc2Cl)cc1 returned POLH inh -9%, BLM inh -6%, POLI inh -8%, PGK inhibitor -6%, Anesthetic bind -1%, APE1 inh 3%, RXFP1 antag 2, Pol kappa inh -6% and POLB inh -4%.
`O=C(c1ccc(Cl)cc1[N+](=O)[O-])N1CCOCC1` gave POLH inh -8%, BLM inh -1%, POLI inh 63%[activator], PGK inhibitor -4%, Anesthetic bind -4%, APE1 inh 10%, RXFP1 antag -7, Pol kappa inh -11% and POLB inh 9%.
`O=C(Nc1ccc(S(=O)(=O)Nc2nccs2)cc1)C1CC(=O)N(c2ccccc2)C1` (stereo not given) gave POLH inh -18%, BLM inh -3%, POLI inh -14%, PGK inhibitor inactive, Anesthetic bind -3%, APE1 inh 5%, RXFP1 antag 8, Pol kappa inh -3% and POLB inh -8%.
CCc1nnc(NC(=O)CN2CCN(C3CCCCC3)CC2)s1 was read as POLH inh -3%, BLM inh 2%, POLI inh 26%, Anesthetic bind -6%, APE1 inh 4%, RXFP1 antag 12, Pol kappa inh -1% and POLB inh -1%.
`COC(=O)C(O)(NC(=O)c1ccncc1)C(F)(F)F` (stereo not given) gave POLH inh -10%, BLM inh 1%, POLI inh inconclusive, PGK inhibitor -3%, Anesthetic bind -6%, APE1 inh 6%, RXFP1 antag 8, Pol kappa inh 3% and POLB inh 6%.
For CCOC(=O)C(=O)Nc1ccc(OC)c(Cl)c1 the results were POLH inh -15%, BLM inh -1%, POLI inh 34%[activator], PGK inhibitor 0%, Anesthetic bind -3%, APE1 inh 0%, RXFP1 antag 1, Pol kappa inh 8% and POLB inh -7%.
CCCCc1nc(NCC2CCCO2)c(C#N)c2c1COC(C)(C)C2 (stereo not given) was read as POLH inh -13%, BLM inh 6%, POLI inh 5%, PGK inhibitor -8%, Anesthetic bind 1%, APE1 inh 7%, RXFP1 antag -9, Pol kappa inh -5% and POLB inh 4%.
For CNC(=S)NC1(C)CCS(=O)(=O)C1 (stereo not given) the results were POLH inh 4%, BLM inh -1%, POLI inh 31%[activator], PGK inhibitor -5%, Anesthetic bind -9%, APE1 inh 4%, RXFP1 antag -5, Pol kappa inh -17% and POLB inh 2%.
`Cc1ccc(CNc2ncnc3onc(-c4ccc(F)cc4)c23)cc1` gave POLH inh inconclusive, BLM inh -5%, POLI inh 5%, PGK inhibitor 1%, Anesthetic bind 38%[activator], RXFP1 antag -19, Pol kappa inh -10% and POLB inh -4%.
For CS(=O)c1ccccc1COC(=O)Nc1ccc(Cl)cc1 (stereo not given) the results were POLH inh -4%, BLM inh -3%, POLI inh -10%, PGK inhibitor -10%, Anesthetic bind -2%, APE1 inh 7%, RXFP1 antag -9, Pol kappa inh -12% and POLB inh 2%.
CCOc1ccccc1NC(=O)Cn1cnc2sc(C)c(S(=O)(=O)N3CCC(C)CC3)c2c1=O was read as POLH inh -6%, BLM inh -1%, POLI inh -1%, PGK inhibitor 0%, Anesthetic bind -7%, RXFP1 antag -22, Pol kappa inh -7% and POLB inh -16%.
`O=C(Nc1ccc(Oc2ccccc2)nc1)C1CCN(Cc2ccccc2)CC1` gave POLH inh -10%, BLM inh -2%, POLI inh -1%, PGK inhibitor inactive, Anesthetic bind -20%, APE1 inh -2%, RXFP1 antag -5, Pol kappa inh 9% and POLB inh 20%.
Screening Cn1c(CNC(=O)Nc2cccc(Cl)c2)nnc1SCc1ccccc1 returned POLH inh -17%, BLM inh -3%, POLI inh 6%, PGK inhibitor -4%, Anesthetic bind -16%, APE1 inh -3%, RXFP1 antag 5, Pol kappa inh -1% and POLB inh 17%.
Screening CCC(=O)Nc1cccc(NC(=O)c2cccnc2)c1 returned POLH inh 10%, BLM inh 0%, POLI inh -6%[58.9 µM], PGK inhibitor -1%, Anesthetic bind -5%, APE1 inh -4%, RXFP1 antag 3, Pol kappa inh -7% and POLB inh 11%.
`COc1ccc(-c2cc(C(=O)Nc3c(C)nn(Cc4ccccc4C)c3C)no2)cc1` gave POLH inh -5%, BLM inh -2%, POLI inh 7%, PGK inhibitor -4%, Anesthetic bind -7%, RXFP1 antag -4, Pol kappa inh 6% and POLB inh 21%.
Screening COc1cc(NC(=O)C2CC(c3cccc(Br)c3)=NO2)cc(OC)c1OC (stereo not given) returned POLH inh -19%, BLM inh -9%, POLI inh 116%[activator], PGK inhibitor -2%, Anesthetic bind inconclusive, APE1 inh 41%, RXFP1 antag -19, Pol kappa inh -2% and POLB inh inconclusive.
For COC(=O)N1N=C(c2ccccc2)CC1(O)C(F)(F)F (stereo not given) the results were POLH inh 2%, BLM inh -1%, POLI inh 15%, PGK inhibitor -12%, Anesthetic bind -12%, APE1 inh -7%, RXFP1 antag -4, Pol kappa inh 4% and POLB inh 0%.
O=C(Nc1cccc(Cl)c1)c1csnn1 was read as POLH inh -7%, BLM inh -3%, POLI inh 18%, PGK inhibitor -5%, Anesthetic bind inconclusive, RXFP1 antag -4, Pol kappa inh -23% and POLB inh -3%.
COc1ccc(S(=O)(=O)N2CCc3ccccc32)cc1C(=O)NCc1ccco1 was read as POLH inh -22%, POLI inh inconclusive, PGK inhibitor inactive, APE1 inh 14%, RXFP1 antag -9 and Pol kappa inh -6%.
Screening CC(=O)Nc1ccc(Sc2ncccc2C(=O)Nc2ccc(F)cc2)cn1 returned POLH inh -3%, BLM inh -1%, POLI inh 29%, Anesthetic bind -5%, APE1 inh -5%, RXFP1 antag 11, Pol kappa inh -2% and POLB inh 0%.
CCOC(CCNC(=O)CCC(=O)Nc1ccc2nc(N3CCN(C)CC3)cc(C)c2c1)OCC was read as POLH inh 1%, BLM inh 0%, POLI inh 9%, PGK inhibitor -4%, Anesthetic bind -4%, APE1 inh 21%, RXFP1 antag 14, Pol kappa inh 2% and POLB inh 71%.
`CC(=O)c1ccccc1OC(=O)c1ccc(-c2ccccc2)cc1` gave POLH inh -23%, POLI inh 4%, PGK inhibitor -5%, RXFP1 antag -3 and Pol kappa inh 12%.
Screening COc1cc2c(cc1OC)-c1cc(Nc3ccccc3)nc(=O)n1CC2 returned POLH inh -21%, BLM inh 4%, POLI inh -26%[58.9 µM], PGK inhibitor inactive, Anesthetic bind -14%, APE1 inh -3%, RXFP1 antag -7, Pol kappa inh -7% and POLB inh -18%.
`NC(=O)CN1C(=O)C(O)(CC(=O)/C=C\C=C\c2ccccc2)c2ccccc21` (stereo not given) gave POLH inh 3%, BLM inh 4%, POLI inh 10%, PGK inhibitor 2%, Anesthetic bind -11%, APE1 inh 6%, RXFP1 antag -3, Pol kappa inh -7% and POLB inh 5%.
CCOC(=O)c1cnc(-c2ccc(C(F)(F)F)cn2)[nH]c1=O was read as POLH inh -18%, BLM inh -7%, POLI inh 195%[activator], PGK inhibitor inactive, Anesthetic bind 1%, APE1 inh -4%, RXFP1 antag -5, Pol kappa inh 6% and POLB inh -3%.
Screening COc1cccc(C(=O)Nc2c(C(N)=O)oc3ccccc23)c1 returned POLH inh -6%, BLM inh 0%, POLI inh inconclusive, PGK inhibitor inactive, Anesthetic bind 3%, APE1 inh -3%, Pol kappa inh -14% and POLB inh -1%.
Screening CCc1ccccc1NC(=O)Cn1nc(C)n2cccc2c1=O returned POLH inh 1%, BLM inh -1%, POLI inh 18%, PGK inhibitor 11%, Anesthetic bind 12%, APE1 inh 87%[activator], RXFP1 antag 12, Pol kappa inh -14% and POLB inh 32%.
For COc1ccc(-c2cc(C(=O)Nc3cc(C)nn3-c3ccccc3)no2)cc1OC the results were POLH inh 35%&-13%[activator], BLM inh -2%&-6%, POLI inh -3%&22%, PGK inhibitor -8%&7%, Anesthetic bind -6%&-13%, APE1 inh 11%, RXFP1 antag -5&-13, Pol kappa inh -8%&4% and POLB inh 20%&-3%.
For Cc1cc(Cl)ccc1NC(=O)CCS(=O)(=O)c1ccc2c(c1)CC(C)N2C(=O)C1CC1 (stereo not given) the results were POLH inh -14%, BLM inh -2%, POLI inh -1%, PGK inhibitor -8%, Anesthetic bind -9%, RXFP1 antag 3, Pol kappa inh 3% and POLB inh 9%.
For COc1ccc(S(=O)(=O)NC(C)C(=O)NCc2ccc3c(c2)OCO3)cc1OC (stereo not given) the results were POLH inh -15%, BLM inh 0%, POLI inh 144%[activator], PGK inhibitor inactive, Anesthetic bind 11%, APE1 inh 1%, RXFP1 antag -8, Pol kappa inh 6% and POLB inh -1%.

3 successive entries already listed, for reference:
For COc1ccc(-c2cc(C(=O)Nc3cc(C)nn3-c3ccccc3)no2)cc1OC the results were POLH inh 35%&-13%[activator], BLM inh -2%&-6%, POLI inh -3%&22%, PGK inhibitor -8%&7%, Anesthetic bind -6%&-13%, APE1 inh 11%, RXFP1 antag -5&-13, Pol kappa inh -8%&4% and POLB inh 20%&-3%.
For Cc1cc(Cl)ccc1NC(=O)CCS(=O)(=O)c1ccc2c(c1)CC(C)N2C(=O)C1CC1 (stereo not given) the results were POLH inh -14%, BLM inh -2%, POLI inh -1%, PGK inhibitor -8%, Anesthetic bind -9%, RXFP1 antag 3, Pol kappa inh 3% and POLB inh 9%.
For COc1ccc(S(=O)(=O)NC(C)C(=O)NCc2ccc3c(c2)OCO3)cc1OC (stereo not given) the results were POLH inh -15%, BLM inh 0%, POLI inh 144%[activator], PGK inhibitor inactive, Anesthetic bind 11%, APE1 inh 1%, RXFP1 antag -8, Pol kappa inh 6% and POLB inh -1%.

Only part of the results is shown. The share of hits here may be higher or lower than overall.
